Source: PubChem
Growth percent in the NCI-60 one-dose screen (48 h, 10 µM unless noted): 100 = growth as untreated, 0 = no growth, -100 = all killed.
HCC-2998: HCC-2998 colon cancer; hit rate 4.7% among 79,000; AID 1794799
SNB-19: SNB-19 CNS cancer cells; hit rate 2.5% among 81,000
HT29: HT29 colon cancer; hit rate 7.4% among 81,000
SW-620: SW-620 colon cancer. hit rate 5.2% among 82,000. AID 1794795
SNB-75: SNB-75 CNS cancer; hit rate 5% among 79,000; AID 1794750
KM12: KM12 colon cancer cells. hit rate 5% among 82,000
SF-539: SF-539 CNS cancer; hit rate 6.8% among 81,000; AID 1794752
DU-145: DU-145 prostate cancer; hit rate 4.2% among 81,000
PC-3: PC-3 prostate cancer cells | hit rate 3.9% among 80,000 | AID 1794754
Numbers without * were called inactive; . = no result given; & = joins results of further samples. Rule for the calls: active = growth percent below 10; inactive = the rest.

A first look (4 entries):
SMILES	HCC-2998	SNB-19	HT29	SW-620	SNB-75	KM12	SF-539	DU-145	PC-3
CC(Br)C(N)=O (centres undefined)	111	94	99	102	73	100	99	102	102
CCN(CC)CCc1ccc([N+](=O)[O-])cc1	103	104	97	98	99	106	100	109	92
COC(=O)/C(=C\c1ccco1)P(=O)(OC)OC	101	96	103	101	96	101	108	108	88
COc1cc(C(=O)/C=C/c2sc(N(CCCl)CCCl)nc2Cl)cc(OC)c1OC	110	85	93	95	87	93	88	101	62

All compounds of this part, from the start:
SMILES	HCC-2998	SNB-19	HT29	SW-620	SNB-75	KM12	SF-539	DU-145	PC-3
CC(Br)C(N)=O (centres undefined)	111	94	99	102	73	100	99	102	102
CCN(CC)CCc1ccc([N+](=O)[O-])cc1	103	104	97	98	99	106	100	109	92
COC(=O)/C(=C\c1ccco1)P(=O)(OC)OC	101	96	103	101	96	101	108	108	88
COc1cc(C(=O)/C=C/c2sc(N(CCCl)CCCl)nc2Cl)cc(OC)c1OC	110	85	93	95	87	93	88	101	62
CCCCCCCCCCCCOC(=O)CCN1CC1	119	105	108	104	109	113	114	118	97
Oc1ccc(C(=C(Cl)Cl)c2ccc(O)cc2)cc1	74	93	71	75	89	68	91	91	75
O=C1NC(=O)C(C2CCOC2=O)N1 (centres undefined)	104	103	102	99	78	108	97	111	112
c1ccc(N2CCNCC2)cc1	117	106	97	111	81	105	100	111	106
C#CC1(OC(O)C(Cl)(Cl)Cl)CCCCC1 (centres undefined)	102	.	114	103	88	102	102	107	100
O=C(CCl)Nc1nccs1	112	93	86	74	104	94	79	64	77
CN1CC(C(=O)NC2(C)OC3(O)C4CCCN4C(=O)C(Cc4ccccc4)N3C2=O)C=C2c3cccc4[nH]cc(c34)CC21 (centres undefined)	.	96	106	110	92	90	94	106	92
COc1cc2c(c(OC)c1OC)-c1ccc(O)c(=O)cc1C(N)CC2 (centres undefined)	74	99	99	92	86	96	103	89	.

Some entries already given, reduced to HT29 and DU-145:
SMILES | HT29 | DU-145
O=C1NC(=O)C(C2CCOC2=O)N1 (centres undefined) | 102 | 111
c1ccc(N2CCNCC2)cc1 | 97 | 111
C#CC1(OC(O)C(Cl)(Cl)Cl)CCCCC1 (centres undefined) | 114 | 107

(further entries)
SMILES	HCC-2998	SNB-19	HT29	SW-620	SNB-75	KM12	SF-539	DU-145	PC-3
CCCCCCCC(C)(C)c1ccc([C@H]2CCC[C@@H](O)C2)c(O)c1	110	107	92	95	94	89	91	91	64
Clc1ccc(COC(Cn2ccnc2)c2ccc(Cl)cc2Cl)c(Cl)c1 (centres undefined)	47	84&83	31&23	62&58	90&79	43&40	70&80	70&77	39&41
C[C@]1(O)CC[C@H]2[C@@H]3CC[C@H]4CC(=O)CC[C@]4(C)C3=CC[C@@]21C	108	113	95	106	105	110	103	119	65
CCC(CC)(c1ccccc1)C(OC(N)=O)c1ccccc1 (centres undefined)	.	88	88	81	75	84	103	98	72
COc1cc(/C=N\N=C(N)N)cc([N+](=O)[O-])c1O	99	.	100	111	105	100	109	114	88
CCCC1OCC2(CO)COC(CCC)N12 (centres undefined)	95	114	91	.	93	105	120	109	84
O=C(O)C1[O][Sb][O]C1C(=O)O (centres undefined)	106	110	104	117	95	100	98	91	102
Cc1cccc(N=C2c3cc([N+](=O)[O-])ccc3-c3c2cc([N+](=O)[O-])cc3[N+](=O)[O-])c1	.	83	21	-55*	84	52	98	88	17
CC1CN1CC(O)C(O)CN1CC1C (centres undefined)	.	71	71	58	76	94	30	34	73
CC1(C)CCOC1=O	111	117	113	107	96	111	91	120	95
C[C@]12CC[C@H]3[C@@H](CC=C4c5nc(-c6ccccc6O)sc5CC[C@@]43C)[C@@H]1CC[C@@H]2O	95	95	76	84	82	.	47	82	73
CCCC1(CCO)C(=O)NC(=S)NC1=O	111	107	111	109	94	106	101	105	101
CCOP(=S)(OCC)Oc1nc(Cl)c(Cl)cc1Cl	100	127	85	101	105	95	94	100	79
CCCC(C)C1(CC)C(=O)NC(=O)N(C)C1=O (centres undefined)	98	104	95	101	99	110	96	107	86
CCC[CH2][Sn]([CH2]CCC)([CH2]CCC)[O]C(=O)CC	-94*	-76*	-81*	-85*	-100*	-93*	-85*	-98*	-93*
CCOC(=O)CCN(C)C1=Nc2ccc(Cl)cc2C(c2ccccc2)=[N+]([O-])C1	102	99	82	104	99	104	107	106	91
CN1C(=O)C23CC4(C56CC78SSC(CO)(C(=O)N7C5Nc5ccccc56)N(C)C8=O)c5ccccc5NC4N2C(=O)C1(CO)SS3 (centres undefined)	-94*	-98*	-77*	-78*	-100*	-83*	-86*	-100*	-100*
c1ccc(Nc2ccc3ccccc3c2)cc1	103	102	104	100	80	105	102	115	93
CN(C)CCc1ccc(OC(=O)c2ccc(N)cc2)cc1	.	110	105	103	93	107	103	113	97
O=C(CCl)N1CCOCC1	107	118	87	103	90	114	93	119	108
C[C@]12C[C@@H](CO)[C@H](O)C[C@@H]1CC[C@@H]1[C@@H]2CC[C@]2(C)[C@@H](O)CC[C@@H]12	98	108	84	101	107	101	96	106	95

Single values from the results shown:
CCOP(=S)(OCC)Oc1nc(Cl)c(Cl)cc1Cl @ DU-145: 100
CN1C(=O)C23CC4(C56CC78SSC(CO)(C(=O)N7C5Nc5ccccc56)N(C)C8=O)c5ccccc5NC4N2C(=O)C1(CO)SS3 (centres undefined) @ PC-3: -100*

Not all compounds are listed, so the mix of outcomes need not match the whole.
